Compound activity as filed in PubChem BioAssay.
TRPC4 PAM – TRPC4 (mouse) allosteric potentiation. Q9QUQ5. HEK293 TRPC4beta/mu-opioid, DAMGO EC20, Fluo-4 Ca2+ flux; active compounds read high. B-score at 10 µM. 310,000 tested, 0.42% active. AID 2227;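 active = B-score of calcium response area above 5 SD of library B-scores, with initial fluorescence ratio within 5 SD of library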;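 also: B-score of integrated fluorescence ratio over time as area under calcium response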
Target sequence (Q9QUQ5 whole entry, looked up): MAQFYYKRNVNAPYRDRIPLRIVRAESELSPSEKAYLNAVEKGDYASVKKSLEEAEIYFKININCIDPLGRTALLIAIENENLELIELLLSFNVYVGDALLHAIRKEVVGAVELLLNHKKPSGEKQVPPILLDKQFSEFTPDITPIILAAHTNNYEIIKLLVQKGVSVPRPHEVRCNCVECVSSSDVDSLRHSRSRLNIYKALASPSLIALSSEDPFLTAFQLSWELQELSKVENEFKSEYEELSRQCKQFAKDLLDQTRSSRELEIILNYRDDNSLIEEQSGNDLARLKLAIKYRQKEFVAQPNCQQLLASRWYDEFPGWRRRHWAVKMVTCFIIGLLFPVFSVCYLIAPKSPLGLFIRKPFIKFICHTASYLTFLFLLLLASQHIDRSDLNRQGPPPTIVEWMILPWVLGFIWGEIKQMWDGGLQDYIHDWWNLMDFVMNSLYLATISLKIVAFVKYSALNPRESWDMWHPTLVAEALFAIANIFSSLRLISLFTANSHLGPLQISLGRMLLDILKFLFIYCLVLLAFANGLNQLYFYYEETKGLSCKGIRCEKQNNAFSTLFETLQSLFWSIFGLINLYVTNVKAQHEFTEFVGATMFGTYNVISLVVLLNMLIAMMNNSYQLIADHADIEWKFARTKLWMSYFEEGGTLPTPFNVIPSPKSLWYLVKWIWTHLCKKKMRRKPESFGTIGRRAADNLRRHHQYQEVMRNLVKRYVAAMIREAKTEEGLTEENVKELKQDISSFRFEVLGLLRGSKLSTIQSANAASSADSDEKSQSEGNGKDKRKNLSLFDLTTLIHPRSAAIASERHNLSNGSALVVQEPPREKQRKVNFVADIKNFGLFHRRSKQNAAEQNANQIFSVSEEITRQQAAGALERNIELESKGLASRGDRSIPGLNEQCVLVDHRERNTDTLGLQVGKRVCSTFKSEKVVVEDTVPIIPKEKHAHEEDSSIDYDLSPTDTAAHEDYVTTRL
TRPC6 inh – inhibitors of mouse TRPC6 channel | HEK293-TRPC6, membrane potential dye, ACh-evoked depolarization; active compounds read low | B-score at 10 µM | 310,000 tested, 1.1% active | AID 2553;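 active = B-score under library mean minus 3 SD, initial fluorescence not abnormally high, positive integrated signal ratio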;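 also: B-score derived from integrated fluorescence ratio over the kinetic read; more negative B-score means stronger inhibition of depolarization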
MrgX1 ag – human MrgX1 receptor agonism, primary screen; Q96LB2; MrgX1-HEK293 cells, Fluo-4 calcium fluorescence, agonist mode; active compounds read high; B-score at 10 µM; 310,000 tested, 0.44% active; AID 588627;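 active = calcium response B-score plate-corrected fluorescence ratio at least 3 library SD, with starting fluorescence B-score inside 5 SD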
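Material: HEK293 cells stably expressing human MrgX1 receptor | Quantity: 15,000 cells per well | Times: Cells plated overnight, dye loaded 0.5 h 37 °C, 0.5 h room temperature | Measured by: Kinetic Fluo-4 NW fluorescence of intracellular calcium | Control set: Positive and negative controls per plate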
AI-2 QS modul – Vibrio harveyi AI-2 quorum sensing modulation; AID 2094; 300,000 tested, 0.4% active; Vibrio harveyi JMH597 AI-2 luminescence/OD600 ratio, 9 h; active compounds read low; strain lacks LuxN and CqsS sensors; 0 = neutral-control median; activity change, % at 7.5 µM; in the data active = activity change below about -75%, passing the limit was not always enough;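 also: luminescence divided by OD600 gain over 9 h not by final OD600 alone; inactives centre near 13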
MrgX1 antagonist – antagonists of human MrgX1 receptor; Q96LB2; MRGX1-HEK293 calcium flux, Fluo-4, BAM8-22 antagonism; active compounds read low; B-score at 10 µM; 310,000 tested, 1.3% active; AID 588676;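 active = calcium-response B-score plate-corrected more than 3 library SD below zero, starting fluorescence within 5 deviations, no agonist response on first addition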;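 also: peak minus trough fluorescence over baseline after final BAM8-22 challenge near maximal dose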
TRPC4 block – blocks the mouse TRPC4 cation channel | Q9QUQ5 | HEK293 TRPC4beta/mu-opioid, DAMGO-evoked Fluo4 calcium flux; active compounds read low | B-score at 10 µM | 300,000 tested, 0.39% active;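 active = B-score over 3 SD under the library average, no early fluorescence shift, positive overall ratio signal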
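Signal: kinetic Fluo4 fluorescence imaging of calcium influx. Material: stable TRPC4beta/mu-opioid receptor HEK293 cells. Probe or stimulus: DAMGO in two steps, submaximal then maximal.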
TRPC6 act – activates the mouse TRPC6 cation channel | HEK293-TRPC6 membrane potential dye fluorescence; active compounds read high | B-score at 10 µM | 310,000 tested, 0.13% active | AID 2550;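 active = B-score of the integrated fluorescence ratio above library mean plus 3 SD, and starting fluorescence ratio within library mean plus 5 SD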;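 also: higher score means more depolarization so channel activation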
HIF activator – HIF pathway transcriptional activation. U2OS HRE-luciferase reporter, luminescence; normalized: DMSO 0%, desferrioxamine 100%. activation, % at 7.5 µM (by protocol). 300,000 tested, 0.32% active;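 active = mean activation of at least 10% of the iron chelator positive control signal, with at least half of replicates also reaching 10%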
PolyA inhibitor – inhibitors of polyadenylation in S. cerevisiae | S. cerevisiae SKY197-pL101 polyadenylation reporter, beta-gal luminescence; efflux-impaired pdr1/pdr3 knockout yeast; score 100 = 6 SD above DMSO | calls only at 12 µM | 300,000 tested, 0.02% active;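 active = lowest replicate activity score at least 50, where 100 means six control SD above control mean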;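 also: yeast exposed to compound for 9 h at 30 °C; higher score means more reporter readthrough which indicates perturbed polyadenylation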
TRPC4 agonist – activators of mouse TRPC4 channel. Q9QUQ5. HEK293 TRPC4beta/mu-opioid, Fluo4 calcium fluorescence; active compounds read high. B-score at 10 µM. 310,000 tested, 0.49% active;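 active = B-score above 5 SD of library B-scores, and initial fluorescence ratio not above library mean plus 5 SD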;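 also: positive B-score marks a calcium rise read as TRPC4 activation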
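System – HEK293 cells stably co-expressing mouse TRPC4beta and mu-opioid receptor · Signal – Fluo4 calcium-sensitive dye fluorescence, kinetic, 1 Hz baseline · Benchmarks – buffer (low) and maximal DAMGO (high) · Read-out – B score of integrated fluorescence ratio per well · Incubation – dye loading 45 min room temperature, 110 s kinetic read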
MrgX1 PAM – allosterically activates human MrgX1 receptor signaling; MrgX1-HEK293, Fluo-4 calcium flux, FDSS; active compounds read high; 310,000 tested, 0.63% active; AID 588675; B-score at 10 µM;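 active = plate-corrected calcium response at least 3 library SD above typical, normal starting fluorescence, not activating the receptor alone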;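 also: compound read alongside a low EC10 to EC30 dose of BAM8-22 agonist; peak minus trough fluorescence over baseline measured at the second addition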
* marks the source's active call; other numbers are inactive results; i = inactive; · = no result given. Only part of the results is shown (hit frequency here may not be typical).

Fields – TRPC4 PAM, TRPC6 inh, MrgX1 ag, AI-2 QS modul, MrgX1 antagonist, TRPC4 block, TRPC6 act, HIF activator, PolyA inhibitor, TRPC4 agonist, MrgX1 PAM
O=S(=O)(Nc1ccc(Br)cn1)c1ccc(Cl)s1
 : i, i, i, 26, i, i, i, 0.3, i, i, i
COCCNc1cc(-c2ccccc2)nc2cc(-c3cccc(F)c3)nn12
 : i, i, i, 3, i, i, i, 0.4, i, i, i
CCCN(C(=O)c1cc(CC)c(C)s1)c1c(N)n(Cc2ccccc2)c(=O)[nH]c1=O
 : i, i, i, 18, i, i, i, 0.5, i, i, i
O=C(CN1CCN(S(=O)(=O)c2ccc(Cl)cc2)CC1)Nc1ccc2c(c1)CCC2
 : i, i, i, 5, i, i, i, 0.3, i, i, i
Cc1c(C(=O)NCCN(C)C)oc2ccc(S(=O)(=O)N3CCC4(CC3)OCCO4)cc12
 : i, i, i, 6, i, i, i, -0.1, i, i, i
CN(C)CCNc1nc2sc3c(c2c(=O)n1CCc1ccccc1)CCCCC3
 : i, i, i, ·, i, i, i, -0.1, i, i, i
CCCN(CCC)CCNC(=O)CN1C(=O)COc2ccc(S(=O)(=O)N3CCOCC3)cc21
 : i, i, i, 4, i, i, i, 0.3, i, i, i
Cc1ccnc(SCCn2c(N3CC(C)OC(C)C3)nc3c2c(=O)n(C)c(=O)n3C)n1 (stereo not drawn)
 : i, i, i, 7, i, i, i, 0.6, i, i, i
CCOc1ccc(OCCC(=O)OCC(=O)Nc2ccc3c(c2)OCCO3)cc1
 : i, i, i, 16, i, i, i, 0.9, i, i, i
CCOc1ccc(CCNC(=O)Nc2ccccc2C)cc1OCC
 : i, i, i, 12, i, i, i, 0.5, i, i, i
C=CCn1c(=O)c2c(nc(-n3nc(C)cc3C)n2C)n(C)c1=O
 : i, i, i, 33, i, i, i, -19, i, i, i
Cc1cc(C2=NNC(=Nc3ccc(S(=O)(=O)N4CCOCC4)cc3)SC2)c(C)n1CC1CCCO1 (stereo not drawn)
 : i, i, i, 16, i, i, i, -0.5, i, i, i
CCOc1ccccc1N(CC(=O)Nc1ccccc1C(=O)NCc1ccco1)S(C)(=O)=O
 : i, i, i, 23, i, i, i, -0.4, i, i, i
CCOc1ccc2nc(NCCNC(=O)C(C)C)c(C)cc2c1
 : i, i, i, 10, i, i, i, 1.0, i, i, i
CCNC(=O)c1cccc(NC(=O)CC2SC(N3CCCCC3)=NC2=O)c1 (stereo not drawn)
 : i, i, i, 28, i, i, i, -0.2, i, i, i
Cc1cc(N2CCCCCC2)nc(-c2ccccc2O)n1
 : i, i, i, 8, i, i, i, 0.0, i, i, i
Cc1ccc2oc(=O)c(/C=C(\O)CC(C)C)nc2c1
 : i, i, i, 5, i, i, i, -0.3, i, i, i
O=C(CCC(=O)N1CCOc2ccccc21)NC1CCN(Cc2ccccc2)CC1
 : i, i, i, 25, i, i, i, -0.2, i, i, i
COc1cccc(C(=O)N2CCN(Cc3ccccc3Br)CC2)c1
 : i, i, i, 3, i, i, i, -4.1, i, i, i
COc1ccc(CN(CCN)C2CC(C)N(C)CC2C)cc1 (stereo not drawn)
 : i, i, i, 29, i, i, i, -1.1, i, i, i
COC(=O)c1cc2occc2n1Cc1nc(-c2cccc(Cl)c2)oc1C
 : i, i, i, 12, i, i, i, 0.0, i, i, i
C(=N\n1cnnc1SCc1ccccc1)/c1ccco1
 : i, i, i, 3, i, i, i, -0.4, i, i, i
CSc1cccc(NC(=O)CCCOc2ccccc2)c1
 : i, i, i, 11, i, i, i, 0.1, i, i, i
COc1ccc(Cn2cc(F)c(=O)n(C)c2=O)cc1[N+](=O)[O-]
 : i, i, i, 17, i, i, i, -0.3, i, i, i
CCOc1ccc(-n2c(SC(C)C)nc3c(c2=O)SCC3)cc1
 : i, i, i, 13, i, i, i, -0.4, i, i, i
O=C(CN1C2CCCC1CC(NC(=O)c1ccco1)C2)Nc1ccccc1 (stereo not drawn)
 : i, i, i, -1, i, i, i, -0.4, i, i, i
O=C(Nc1ccc(F)cc1)N1CCOCC1
 : i, i, i, 24, i, i, i, -0.4, i, i, i
Cc1ccc(S(=O)(=O)NC(C)(C)CSc2nncn2C)cc1
 : i, i, i, 4, i, i, i, 0.2, i, i, i
CC(C)CC(NS(=O)(=O)c1cc(C(=O)O)ccc1Cl)C(=O)O (stereo not drawn)
 : i, i, i, 15, i, i, i, 1.5, i, i, i
O=C(CN(C1CCCCC1)C1CCCCC1)N1CCc2ccccc2C1
 : i, i, i, 16, i, i, i, 1.4, i, i, 8.8*
COc1ccccc1-n1c(=O)c(C#N)c(-c2ccc([N+](=O)[O-])cc2)c2cc(C(=O)c3ccccc3O)cnc21
 : i, i, i, 15, i, i, i, -0.5, i, i, i
O=C(NNC(=S)Nc1ccc(Cl)c(Cl)c1)c1cccc([N+](=O)[O-])c1
 : i, i, i, 16, i, i, i, 0.4, i, i, i
COc1cc(/C=C2\C(=N)N3N=C(S(C)(=O)=O)SC3=NC2=O)ccc1OS(=O)(=O)c1ccc(C)cc1
 : i, i, i, 34, i, i, i, 1.5, i, i, i
N#Cc1nc(-c2ccco2)oc1NCCCN1CCOCC1
 : i, i, i, 10, i, i, i, -0.3, i, i, i
NS(=O)(=O)c1ccc(CCNS(=O)(=O)c2cccc(C(=O)O)c2)cc1
 : i, i, i, 14, i, i, i, 0.2, i, i, i
Cn1c(=O)c2c(nc(N3CCCCCC3)n2CC(=O)c2ccccc2)n(C)c1=O
 : i, i, i, 18, i, i, i, 0.1, i, i, i
Cc1cc(=O)n(C)c(=O)n1CCCNc1ccccc1
 : i, i, i, 8, i, i, i, ·, i, i, i
CN1C(=O)c2cccc(NC(=O)CCc3ccccc3)c2C1=O
 : i, i, i, -7, i, i, i, -0.5, i, i, i
CCN1CCN(c2ccc(S(=O)(=O)N3CCCCC3)cc2NC(=O)c2cccc(OC(F)F)c2)CC1
 : 19*, i, i, 19, i, i, i, 0.0, i, i, i
COc1cccc(/C=C2\N=C(SC)SC2=O)c1OC
 : i, i, i, 13, i, i, i, 0.0, i, i, i
O=C(Nc1ccccc1Cl)c1ccc2nccnc2c1
 : i, i, i, ·, i, i, i, 3.5, i, i, i
COc1cc(C2C(C#N)=C(N)OC3=C2C(=O)CC(C)(C)C3)ccc1OCCN1CCOCC1 (stereo not drawn)
 : i, i, i, 9, i, i, i, 1.2, i, i, i
CCC/C(=N/NC(=O)c1ccccc1Cl)c1ccccc1
 : i, i, i, 19, i, i, i, 0.4, i, i, i
COc1ccc(CNC2CC(=O)N(C)C2=O)cc1 (stereo not drawn)
 : i, i, i, 15, i, i, i, 0.4, i, i, i
CCOc1ccc(C(C(=O)NC2CCCC2)N(CCOC)C(=O)CNC(=O)c2ccco2)cc1 (stereo not drawn)
 : i, i, i, 28, i, i, i, -0.6, i, i, i
COc1ccc(C(=O)NCc2c(C)oc(C)c2C(=O)O)cc1
 : i, i, i, 7, i, i, i, 0.5, i, i, i
Cc1ccc(NC(=O)C2CC(=O)n3c(nc4ccccc43)N2)cc1 (stereo not drawn)
 : i, i, i, 27, i, i, i, 1.0, i, i, i
O=C(Nc1nc2ccc(Cl)cc2s1)c1ccco1
 : i, i, i, 12, i, i, i, 3.6, i, i, i
O=C(/C=C/c1c[nH]c2ccccc12)c1cccc2ccccc12
 : i, i, i, 27, i, i, i, 1.5, i, i, i
O=C(C/C=N/OCc1ccc(Cl)cc1)c1cnc(-c2ccccc2)s1
 : i, i, i, 6, i, i, i, 0.1, i, i, i
CCOC(=O)c1[nH]c(COC(=O)CCCOc2ccccc2)c(C(=O)OCC)c1C
 : i, i, i, 15, i, i, i, -0.2, i, i, i
Brc1ccc2c(c1)OCCOCCOCCOCCOCCOCCO2
 : i, i, i, 23, i, i, i, -0.3, i, i, i
CN(CCC#N)C(=S)Nc1ccc(S(=O)(=O)N2CCOCC2)cc1
 : i, i, i, 36, i, i, i, -0.5, i, i, i
CCn1nnnc1SCC(=O)NC1CCCC1
 : i, i, i, 25, i, i, i, -0.3, i, i, i
O=C(NCc1ccccn1)c1ccc(OC2CCN(Cc3ccc(CO)o3)CC2)cc1
 : i, i, i, 9, i, i, i, -0.2, i, i, i
CCc1ccc(CN(C)Cc2nc(Cc3ccccc3)no2)nc1
 : i, i, i, 14, i, i, i, 0.0, i, i, i
COc1ccccc1N1CCN(C(=O)c2cc(-c3ccccc3O)on2)CC1
 : i, -5.9*, i, 24, i, i, i, 0.3, i, i, i
Cc1cc(=O)n2nc(N3CCCC(C(=O)NCCc4ccc(Cl)cc4)C3)sc2n1 (stereo not drawn)
 : i, i, i, 27, i, i, i, -0.4, i, i, i
CCCCN(CC)CCCNC(=O)c1cc2cc3ccc(C)cc3nc2o1
 : 16*, i, i, 14, i, i, i, 0.1, i, i, i
O=C(c1cc2cc(Br)ccc2oc1=O)N1CCCC1
 : i, i, i, -5, i, i, i, 0.0, i, i, i

(list continues)
Fields – TRPC4 PAM, TRPC6 inh, MrgX1 ag, AI-2 QS modul, MrgX1 antagonist, TRPC4 block, TRPC6 act, HIF activator, PolyA inhibitor, TRPC4 agonist, MrgX1 PAM
Cc1ccc(NC(=O)CSc2sc3c(O)cc(=O)[nH]c3c2C#N)cc1C
 : i, i, i, 33, i, i, i, -0.6, i, i, i
COc1cc(CN2CCC(C(=O)NC3CCCC3)CC2)cc(OC)c1O
 : i, i, i, 2, i, i, i, -0.5, i, i, i
COCCNC(=O)c1cc(-c2cccs2)on1
 : i, i, i, 24, i, i, i, 30*, i, i, i
CSc1nc2c(c(=O)[nH]1)C(c1cccc(Cl)c1Cl)CC(=O)N2 (stereo not drawn)
 : i, i, i, 14, i, i, i, 0.0, i, i, i
O=C(NC1CCCC1)C1CC(O)CN1C(=O)Nc1ccccc1 (stereo not drawn)
 : i, i, i, ·, i, i, i, 0.3, i, i, i
O=C(NC1CCCCC1)N(CCN1CCCC1)Cc1cc2cc3c(cc2[nH]c1=O)OCCO3
 : i, i, i, 26, i, i, i, 0.0, i, i, i
